High-throughput results (PubChem)
SW480 rerep – induces DNA re-replication in SW480 colon adenocarcinoma cells; SW480 DNA re-replication, Hoechst DNA content imaging, 48 h; Potency, µM (titrated, usually from 46.1 µM), for the others: at the highest dose re-replication activation, most hits filed as activators; 340,000 compounds, 1.8% hits; AID 624297; note: potency is the fitted concentration of half-maximal effect; % of control where 0% means no effect; nearly all actives have a fitted effect of over 55% in size
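Treated cells incubate 48 hr (37 C, 5% CO2), are stained 40 min with Hoechst, and nuclear fluorescence is enumerated; a rise in nuclei with high DNA signal marks re-replication.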
MCF10A rerep – inducers of DNA re-replication in MCF 10A breast cells; MCF 10A DNA re-replication, Hoechst nuclear intensity, 48 h; Potency, µM (series often up to 46.1 µM), inactives show top-dose activity, positive = re-replication, actives largely listed as activators; 350,000 compounds, 2.9% hits; note: potency is the fitted concentration of half-maximal effect; % of control where 0% means no effect; nearly all actives have a fitted effect of over 50% in size
ATXN2 expr inh – reduces ATXN2 reporter expression in HEK-293 cells; HEK-293 ATXN2-luciferase reporter, luminescence, 24 h; Potency, µM (titrated, usually from 57 µM), inactives show top-dose activity change, negative = inhibition, most hits filed as inhibitors; 360,000 compounds, 0.72% hits; AID 1745845; note: potency is the fitted concentration of half-maximal effect; % is set by controls: 0 for no effect and ±100 for the full control effect; nearly all actives have a fitted effect of over 55% in size
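qHTS (up to 57 uM final) was run with 24 h compound exposure of reporter cells at 37 °C. Each well was multiplexed: SteadyGlo luminescence measured ATXN2-luciferase expression after a fluorogenic Gly-Phe-AFC viability readout (25 uM final).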
HT1080 IDH1KD tx – toxicity to HT-1080 IDH1 knockdown cells (counter line) | AID 686971 | 360,000 compounds, 2% hits | HT-1080 IDH1 knockdown viability, ATP luminescence, 48 h | Potency, µM (highest dose often 46.1 µM), without a hit: at the highest dose activity, negative = toxicity, actives largely listed as cytotoxic;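 note: potency is the fitted concentration of half-maximal effect; 0% = DMSO wells and -100% = cell-free medium wells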
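Viability of IDH1-knockdown HT-1080 fibrosarcoma cells was assessed by CellTiter-Glo after 48 h at 37 °C with titrated compound; concentration-effect curves were classified by fit quality and response size.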
KB-3-1 tox – KB-3-1 parental cell cytotoxicity | Potency, µM (top dose mostly 46.1 µM), for the others: at the highest dose activity change, negative = cytotoxic, hits mostly cytotoxic | 400,000 compounds, 1.4% hits | KB-3-1 viability, CellTiter-Glo ATP luminescence, 72 h; note: potency is the fitted concentration of half-maximal effect; % is set by controls: 0 for no effect and ±100 for the full control effect; nearly all actives have a fitted effect of over 60% in size
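KB-3-1 parental drug-naive adenocarcinoma cells in DMEM/10% FBS, incubated 72 h at 37 C with pin-transferred compounds across a concentration series. Viability by CellTiter-Glo luminescence; concentration-response curves fitted after normalization.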
HT1080NT lethal – kills 2HG-producing HT-1080-NT fibrosarcoma cells | HT-1080-NT fibrosarcoma viability, CellTiter-Glo ATP luminescence, 48 h | Potency, µM (doses to about 46.1 µM), without a hit: at the top dose activity, negative = less viability, actives largely listed as cytotoxic | 360,000 compounds, 1.6% hits;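 note: NT is the 2HG producing partner of a matched IDH1 knockdown line; potency is the fitted concentration of half-maximal effect; 0% = DMSO-treated cells and -100% = media-only wells without cells; nearly all actives have a fitted effect of over 55% in size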
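Toxicity toward the 2HG-producing NT line was scored as %Activity, normalised to DMSO and no-cell wells, from CellTiter-Glo luminescence after 48 hours' treatment.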
S2 tox – viability counter-screen for ATXN expression inhibitors | 400,000 compounds, 0.49% hits | S2 cells (HEK-293 line with an ATXN2-luciferase reporter) viability, CellTiter-Fluor protease fluorescence, 24 h | Potency, µM (highest dose often 56.7 µM), usual class: cytotoxic | AID 651635; note: potency is the fitted concentration of half-maximal effect; nearly all actives have a fitted effect of over 40% in size
KB-V1 cytotox – kills drug-selected multidrug resistant KB-V1 cells | KB-V1 MDR cells viability, CellTiter-Glo, 72 h | Potency, µM (highest dose often 46.1 µM), inactives show at the highest dose activity change, negative = cytotoxicity, hits mostly cytotoxic | 400,000 compounds, 3.4% hits | AID 1347076; note: potency is the fitted concentration of half-maximal effect; % is set by controls: 0 for no effect and ±100 for the full control effect; nearly all actives have a fitted effect of over 60% in size
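Readout: CellTiter-Glo luminescence, 10 min after addition. Cells: KB-V1 MDR subline, 72 h at 37 degrees C with compound. Analysis: corrected, normalized data fitted to concentration-effect curves.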
IL1B secr inh – inflammasome signaling inhibition, IL-1 beta readout | THP-1 LPS/ATP IL-1B secretion, AlphaLISA, 16 h; stronger effect = lower value | activity change, % at 57.5 µM | 360,000 compounds, 4.7% hits | AID 743279; in the data active = activity change below about -50%; inconclusive = mostly about -30% to -49%; note: % is set by controls: 0 for no effect and ±100 for the full control effect
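THP-1 cells pretreated 1 hr with compounds (up to 57.5 uM final), then stimulated with LPS (250 ng/mL final) plus ATP (1.25 mM final); secreted IL-1B measured by AlphaLISA after 16 hr, decreased signal indicating inhibition.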
Numbers without * were called inactive; i = inactive; ? = inconclusive; · = not tested or not shown; [ ] = another dose, or the depositor's remark. Unless noted, calls come from the whole dose curve; as a rule, active = well fitted curve in the direction sought with a large enough effect; inconclusive = small, poorly fitted or top-dose-only effect, or another doubt; inactive = no such curve, though single readings can be large; an effect the other way counts as inactive or inconclusive. Compounds as they come; overall some 11% were active at least once.

SMILES	SW480 rerep	MCF10A rerep	ATXN2 expr inh	HT1080 IDH1KD tx	KB-3-1 tox	HT1080NT lethal	S2 tox	KB-V1 cytotox	IL1B secr inh
COc1cc(C(C)=O)ccc1OCC(=O)Nc1ccccc1N1CCCCC1	?	?	-34.5%	?	?	?	i	?	?
CCOc1ccc(S(=O)(=O)Nc2cc(SCC(=O)O)c(O)c3ccccc23)cc1	18.3%	?	·	23.1µM*	?	23.1µM*	?	?	94.3
COc1cccc(CNC(=O)COC(=O)C23CC4CC(CC(Cl)(C4)C2)C3)c1	-8.0%	4.0%	0.1%	2.7%	11.3%	7.0%	i	25.5%	17.8
CC1CC(C)CN(C(=O)C2CCN(S(=O)(=O)c3cccs3)CC2)C1 (configuration not stated)	?	-0.6%	-0.5%	10.8%	-3.7%	11.5%	i	-7.5%	-4.1
CCOC(=O)c1[nH]c2ccc(F)cc2c1NC(=O)CN1CCN(C/C=C/c2ccccc2)CC1	?	14.6µM*	?	25.9µM*	-10.8%	20.6µM*	·	?	-79.4*
O=C(CSc1nnc(CNC(=O)c2cccs2)o1)Nc1cccc(Cl)c1	-0.3%	0.1%	-5.1%	5.0%	-5.8%	0.6%	i	?	21.0
Cc1cc(C)cc(CC(=O)N2CCC2(C)C(=O)NS(=O)(=O)Cc2ccccc2)c1 (configuration not stated)	·	·	7.2%	5.5%	0.0%	8.7%	i	9.3%	1.0
Cc1ccc(C)c(Oc2ncnc(N)c2[N+](=O)[O-])c1	-0.8%	4.9%	20.3%	-11.8%	1.3%	6.9%	i	5.5%	-7.1
CCCOC(=O)c1ccc(NC(=O)c2cccc(S(=O)(=O)N3CCN(C(C)=O)CC3)c2)cc1	-3.7%	?	-14.1%	-27.6%	-5.5%	?	i	-22.9%	-1.9
COc1ccccc1-n1c(CNC(=O)c2ccc(S(=O)(=O)N3CCCCC3)cc2)n[nH]c1=S	-2.8%	0.9%	-4.3%	8.3%	2.6%	0.0%	i	-3.5%	i
Cc1c(CC(=O)NCCC(=O)O)c(=O)oc2cc3occ(-c4ccccc4)c3cc12	4.7%	3.4%	4.8%	-6.8%	-1.9%	?	i	-27.6%	17.1
CCN(CC(=O)Nc1ccc2c(c1)OCCO2)C(=O)C1CCCCC1	-5.0%	-2.3%	6.7%	14.4%	19.1%	17.1%	?	-3.1%	3.9
COc1ccc(N(C(=O)/C=C/C(=O)Nc2cc(C)on2)C(C(=O)NC2CCCC2)c2ccccc2C)cc1 (configuration not stated)	?	?	·	?	?	?	?	-21.8%	-86.5*
CCOC(=O)/C=C/C(=O)OCC(=O)NCc1ccccc1	?	?	·	6.2%	3.2%	-5.7%	i	?	-91.2*
Cc1ccc(S(=O)(=O)N(C)CC(=O)NC2CCCC2)cc1	-4.0%	-3.4%	1.5%	12.6%	-3.4%	?	i	0.1%	3.7

A second format for 4 compounds above:
O=C(CSc1nnc(CNC(=O)c2cccs2)o1)Nc1cccc(Cl)c1
  SW480 rerep: -0.3%; MCF10A rerep: 0.1%; ATXN2 expr inh: -5.1%; HT1080 IDH1KD tx: 5.0%; KB-3-1 tox: -5.8%; HT1080NT lethal: 0.6%; S2 tox: i; KB-V1 cytotox: ?; IL1B secr inh: 21.0

Cc1cc(C)cc(CC(=O)N2CCC2(C)C(=O)NS(=O)(=O)Cc2ccccc2)c1 (configuration not stated)
  SW480 rerep: ·; MCF10A rerep: ·; ATXN2 expr inh: 7.2%; HT1080 IDH1KD tx: 5.5%; KB-3-1 tox: 0.0%; HT1080NT lethal: 8.7%; S2 tox: i; KB-V1 cytotox: 9.3%; IL1B secr inh: 1.0

Cc1ccc(C)c(Oc2ncnc(N)c2[N+](=O)[O-])c1
  SW480 rerep: -0.8%; MCF10A rerep: 4.9%; ATXN2 expr inh: 20.3%; HT1080 IDH1KD tx: -11.8%; KB-3-1 tox: 1.3%; HT1080NT lethal: 6.9%; S2 tox: i; KB-V1 cytotox: 5.5%; IL1B secr inh: -7.1

CCCOC(=O)c1ccc(NC(=O)c2cccc(S(=O)(=O)N3CCN(C(C)=O)CC3)c2)cc1
  SW480 rerep: -3.7%; MCF10A rerep: ?; ATXN2 expr inh: -14.1%; HT1080 IDH1KD tx: -27.6%; KB-3-1 tox: -5.5%; HT1080NT lethal: ?; S2 tox: i; KB-V1 cytotox: -22.9%; IL1B secr inh: -1.9

Carrying on.
SMILES	SW480 rerep	MCF10A rerep	ATXN2 expr inh	HT1080 IDH1KD tx	KB-3-1 tox	HT1080NT lethal	S2 tox	KB-V1 cytotox	IL1B secr inh
O=C(COc1ccc(F)cc1Br)Nc1ccccc1N1CCOCC1	4.3%	0.0%	?	-16.7%	-3.3%	-0.3%	?	8.2µM*	2.8
O=C(Nc1ccc(-c2nc3ccc(NC(=O)c4cccs4)cc3[nH]2)cc1)c1cccs1	?	?	-22.4%	·	6.51µM*	·	i	4.3%	-22.8
COc1ccc(CCN(C)C(=O)CCc2nnc(-c3ccccc3)o2)cc1OC	-3.2%	-5.6%	87.9%[activator]	0.1%	-4.3%	5.4%	i	?	-24.1
Cc1nc2cc(-c3ccccc3)ccc2o1	-0.7%	-14.9%	10.6%	13.7%	4.3%	18.7%	i	-0.7%	-9.8
N#Cc1ccc(OCC(=O)NNC(=S)NC(=O)C2CC2)cc1	-1.5%	-5.1%	-12.6%	-18.8%	10.8%	1.3%	i	?	15.4
O=C(c1ccc2c(c1)OCCO2)C1CCN(C(=O)Nc2ccc(F)cc2)CC1	12.7%	3.8%	-17.5%	-3.9%	-28.1%	-9.4%	i	23.1µM*	14.7
Cc1cccc(-c2noc(-c3ccc(NCC4CCCO4)c([N+](=O)[O-])c3)n2)c1 (configuration not stated)	·	·	14.7%	·	11.7%	·	i	23.2%	·
CCCOc1ccc(C(C)=O)cc1CN1CCOCC1	-3.9%	-4.2%	0.8%	7.9%	-13.5%	11.4%	i	0.0%	11.4
C1CCN(c2c3c(nc4nnnn24)CCCC3)CC1	2.9%	2.8%	-15.8%	-6.8%	5.2%	-1.5%	i	-3.4%	4.9
Cc1cc(C)cc(NC(=O)CCc2ccc(C)o2)c1	-14.9%	-21.4%	6.9%	20.8%	-3.9%	6.4%	i	6.5%	?
COCCCNC(=S)N/N=C/c1cccc(OC)c1O	-43.4%	-21.3%	?	?	-1.1%	?	i	?	-2.6
CN(C)S(=O)(=O)c1ccc(N2CCCC2)c(C(=O)NC(c2ccccc2)c2ccccc2)c1	?	-182.0%[0.0737 µM]	-0.9%	3.1%	-20.8%	-1.2%	i	?	?
O=C(Oc1ccc(Cl)c2cccnc12)c1cccc([N+](=O)[O-])c1	·	3.66µM*	-16.1%	-1.4%	0.0%	-10.2%	i	-1.6%	-18.0
Cc1ccc(C)c(NC(=S)NNC(=O)c2csc(C)c2C)c1	-3.2%	0.0%	16.8%	7.7%	-4.3%	12.7%	i	-1.4%	-0.8
CC(C)Nc1nc(SCC(=O)Nc2ccccc2)nc(N2CCOCC2)n1	-1.3%	-0.1%	-18.0%	-1.0%	-3.7%	-6.3%	i	-4.8%	4.9
CCc1c(C(=O)OCc2ccccc2)[nH]c(C)c1C	7.5%	?	47.0%[activator]	-28.5%	-3.9%	-21.8%	i	-9.5%	29.2
Cc1ccc(C(C(=O)Nc2ccc3c(c2)OCO3)N(C)C(=O)Cc2c[nH]c3ccccc23)cc1 (configuration not stated)	-6.1%	?	-4.3%	?	0.0%	?	?	?	-51.8*
O=C(CSc1nnc(CNC(=O)c2ccc(F)cc2)o1)Nc1ccc2c(c1)OCCO2	-5.6%	-1.2%	4.2%	-5.9%	·	-3.1%	i	·	4.6
CC(=O)c1ccc(NC(=O)CSc2ccc(-c3ccc(-n4cccn4)cc3)nn2)cc1	-34.9%[inhibitor]	-0.5%	43.6%[activator]	-0.7%	2.9%	4.5%	?	2.0%	4.0
CCOC(=O)C1CCN(C(c2cc(OC)c(OC)c(OC)c2)c2sc3nc(C)nn3c2O)CC1 (configuration not stated)	-14.9%	0.3%	5.4%	5.4%	-5.3%	-0.9%	i	-7.8%	-10.8
Cc1ccc2c(c1)NCC(C(=O)NC1CCCCC1)O2 (configuration not stated)	7.4%	-5.9%	2.1%	-4.2%	-2.5%	-15.1%	i	-20.8%	3.6
Cc1ccc(CNC(=O)C2CC3Cn4c(nc5cc(Cl)c(Cl)cc54)C3N2C)o1 (configuration not stated)	-2.8%	-7.5%	3.4%	-1.2%	25.8%	0.5%	i	-4.3%	-5.6
CCOC(=O)c1c(C)c(C(=O)N(C)C2CCCCC2)c(C)n1C	-4.1%	-0.9%	4.9%	-2.1%	14.8%	15.9%	i	14.6µM*	6.4
CC1=C(C(=O)N2CCCCCC2)CC(CC(=O)NC2CCCCC2)C(=O)N1Cc1ccccc1 (configuration not stated)	·	·	-4.5%	0.0%	0.1%	20.7%	?	-5.2%	-24.3
CNC(=O)COc1ncnc2sccc12	1.0%	-5.5%	11.1%	24.0%	9.9%	25.5%	i	?	-8.0
CCCCCCNc1nc(NCc2ccco2)nc(OCC)n1	2.9%	22.4%	-8.3%	-22.1%	?	-17.1%	i	?	-2.4
O=C(NC1CCCCC1)c1sc(=S)n2c1[nH]c(=O)c1ccccc12	-8.4%	?	-11.5%	?	?	?	i	20.6µM*	-28.6
CCCn1c(=O)c(C(=O)Nc2ccccc2C)c(O)c2ccccc21	-0.4%	?	4.5%	24.5%	-5.0%	0.8%	·	20.6µM*	12.6
CC1CC(C)CN(c2oc(-c3ccccc3Cl)nc2C#N)C1 (configuration not stated)	-3.9%	-0.8%	1.9%	17.1%	1.1%	22.7%	i	?	-7.0
COc1ccc(OCCNC(=O)c2ccccc2OCC(=O)N2CCCCC2)cc1	-2.1%	-10.1%	3.2%	-7.9%	?	-20.3%	i	?	1.8
Cc1ccc(-c2ccc(OC(=O)c3ccc(=O)[nH]c3)c(C)c2)cc1	0.0%	?	25.1%	3.3%	-12.1%	4.4%	i	0.6%	?
O=C(Cn1cnc2c(oc3ccccc32)c1=O)Nc1ccccc1C(F)(F)F	·	·	5.4%	·	8.4%	·	i	41.0%	·
